MC4R barr agon: activates human MC4R beta-arrestin recruitment. activation, % at 8.9 µM. 0.98% of 360,000 active. AID 540308. P32245. U2OS MC4R beta-arrestin complementation, luminescence; percent of melanotan II response, DMSO zero;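 active = activation above a per-plate cutoff, the mean activation of sample wells on that plate plus 3 SD, cut at about 8% in these data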
TLR9-MyD88 inh: inhibitors of human TLR9-MyD88 binding. 0.21% of 340,000 active. CHO BLA complementation TLR9-MyD88, CCF4 FRET ratio. AID 504734. inhibition, % at 4.98 µM;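 active = inhibition above the mean over all tested compounds plus 3 SD, cut at about 21% in these data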;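 note: 0% = DMSO only wells and 100% = clavulanate BLA inhibitor control wells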
LMP1 NFkB inh: reduces LMP1-driven NF-kappaB luciferase signal. LMP1-induced NF-kappaB luciferase reporter cells, luminescence. inhibition, % at 12.5 µM. 0.69% of 350,000 active; in the data active = inhibition above about 41%;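 note: 0% = neutral control wells and 100% = reference inhibitor control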
NOD2 RIPK2 PPI: inhibitors of human NOD2-RIPK2 interaction | O43353 | CHO BLA complementation NOD2-RIPK2, CCF4 ratio | inhibition, % at 4.98 µM | 0.38% of 360,000 active | AID 624267; in the data active = inhibition above about 21%;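 note: 0% = vehicle only and 100% = reference blocker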
LRH-1 inv ag: inverse agonists of human LRH-1 (NR5A2). O00482. HEK293T StAR-luciferase reporter, LRH-1 transfected, 24 h. inhibition, % at 3.6 µM. 0.13% of 360,000 active;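 active = inhibition above the mean inhibition of all tested compounds plus 3 SD, cut at about 73% in these data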;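 note: 0% = DMSO wells and 100% = reporter-only cells lacking LRH-1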
MC4R antag cAMP: antagonists of human melanocortin 4 receptor (MC4R); P32245; MC4R-expressing cells, MTII-stimulated cAMP, LANCE TR-FRET; inhibition, % at 6.5 µM; 0.48% of 360,000 active; AID 540295;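 active = inhibition above its plate's cutoff, the mean of tested wells on that plate plus 3 SD, cut at about 29% in these data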;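 note: 0% = Melanotan II alone and 100% = Melanotan II plus saturating MCL0020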
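system = U2OS cells with stable human MC4R expression | also added = Melanotan II challenge after compound preincubation | dosing = one concentration, 6.5 µM nominal | incubation = compound 30 min, challenge 1 h, detection 1 h | measured by = TR-FRET with Eu-cAMP and labeled anti-cAMP, 671 nm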
SRC2 inh: inhibits human steroid receptor coactivator 2; Q15596; HEK293 GAL4-SRC2 luciferase reporter, luminescence; inhibition, % at 9 µM; 0.17% of 370,000 active;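 active = inhibition above the mean inhibition of all tested compounds plus 3 SD, set per campaign, cut at about 52% in these data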;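 note: 0% = DMSO treated cells and 100% = cells given Gossypol at 36 µM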
COUP-TFII inh: blocks human COUP-TFII nuclear receptor | P24468 | HEK293T NGFI-A luciferase reporter, luminescence | inhibition, % at 8.6 µM | 0.7% of 370,000 active;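 active = inhibition above a per-plate cutoff, mean inhibition of test wells between control levels plus 3 SD, cut at about 38% in these data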;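 note: cells cotransfected with COUP-TFII expression vector driving the NGFI-A reporter; 0% = median of COUP-TF2 test wells and 100% = reporter-only cells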
SRC3 inh: inhibitors of human steroid receptor coactivator 3 (SRC3) | Q9Y6Q9 | HEK293 GAL4-SRC3 luciferase reporter, luminescence | inhibition, % at 3.6 µM | 0.17% of 360,000 active | AID 588352;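 active = inhibition above a per-campaign cutoff, the mean of all compounds plus 3 SD, cut at about 60% in these data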;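 note: 0% = DMSO-treated cells and 100% = gossypol-treated cells at 36 µM; higher means less SRC3-driven luciferase light from the GAL4 reporter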
NCOA1 inh: inhibits human SRC1 coactivator. HEK293 GAL4-SRC1 luciferase reporter, luminescence. inhibition, % at 3.6 µM. 0.12% of 360,000 active. AID 588354;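 active = inhibition above the campaign mean plus 3 SD, with each screening campaign given its own cutoff, cut at about 60% in these data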;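 note: 0% = DMSO treated cells and 100% = gossypol at 36 µM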
ABHD5 PLIN5 PPI: blocks binding of human ABHD5 to perilipin-5; Q00G26+Q8WTS1; Split G. princeps luciferase complementation, luminescence, 4 h; inhibition, % at 4 µM; AID 602281; 0.78% of 360,000 active;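 active = inhibition above the mean inhibition across every tested compound plus 3 SD, cut at about 22% in these data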;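 note: 0% = DMSO only wells and the 100% control is not disclosed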
Starred values were filed as active, the others as inactive; · = no result given. A portion of the library, so the mix of outcomes need not match the whole.

MC4R barr agon,TLR9-MyD88 inh,LMP1 NFkB inh,NOD2 RIPK2 PPI,LRH-1 inv ag,MC4R antag cAMP,SRC2 inh,COUP-TFII inh,SRC3 inh,NCOA1 inh,ABHD5 PLIN5 PPI,SMILES
-1.6,3,-1,-3,3,5,5,18,19,13,1,CNS(=O)(=O)c1cnccc1N1CCN(c2cccc(C)c2)CC1
-1.3,-5,-1,-1,2,-1,14,0,12,-17,-3,S=C(NCCSCc1ccc(Cl)cc1)Nc1ccccc1
-1.6,3,-1,5,5,-2,-13,-13,9,4,3,Cc1ccc2nc(NCCc3ccccc3)c3nncn3c2c1
-1.3,-16,32,-1,2,18,-2,-30,10,8,-5,CCOC(=O)C1=C(C)Nc2sc(C(=O)c3ccc(F)cc3)c(N)c2C1c1ccc(C(=O)OC)cc1 (stereo not given)
0.7,10,-3,1,15,19,-15,-15,8,-17,-5,COC(=O)C(/C=N/OCc1ccc([N+](=O)[O-])cc1)NC(=O)c1ccccc1 (stereo not given)
1.3,-4,-8,-17,2,10,0,-4,16,-21,8,Cn1c(CNS(=O)(=O)c2ccc(Br)cc2)n[nH]c1=S
0.0,-6,10,4,3,8,15,-7,-22,-11,-8,COc1ccc(CN2CC(=O)N(c3ccccc3OC)C2=S)cc1OC
-0.1,-2,-7,-8,13,-11,17,-2,5,0,0,CCN(CC(F)(F)C(F)F)S(=O)(=O)c1ccc(NC(=O)OC)cc1
-0.3,2,-1,-9,22,2,4,-22,1,-3,4,CC(CCc1ccccc1)NCc1ccncc1 (stereo not given)
-3.2,3,-7,-10,5,17,-22,-5,-3,2,-8,COc1ccccc1NS(=O)(=O)c1cc(N=N/C(C(=O)Nc2ccc(Cl)cc2)=C(/C)O)ccc1C
-1.2,3,2,-3,-24,4,·,·,11,-9,-2,COC(=O)C1=C(C)N(c2ccc(C)c(C)c2)/C(=C/c2ccco2)C1=O
-1.3,-14,-4,0,-53,-1,-63,-21,-51,-62,3,COc1ccc(NC(=O)C=C(C)C)cc1Cl
-2.6,-5,-2,-5,6,1,-1,-1,-5,-19,5,Cc1ccccc1C(=O)N1CCC(C(=O)N(C)CCOc2ccccc2)CC1
-0.3,-4,-3,-6,-4,1,3,-1,8,8,10,Nc1nc(NCc2ccccc2)nc(NCCO)c1[N+](=O)[O-]
-0.1,13,5,-4,-10,2,-5,10,13,0,2,COc1ccc(C2Nc3ccccc3C(=O)N2Cc2ccco2)cc1COc1ccc(F)cc1 (stereo not given)
·,·,·,5,7,·,13,22,·,·,1,CCOC(=O)[C@]12CCCC=C1N(Cc1cccc3ccccc13)C(=O)[C@H](CC(=O)NCc1ccc(OC)c(OC)c1)C2
-0.4,5,-9,-7,7,8,-13,8,18,-5,-1,C/C(=N\NC(=O)C(NC(=O)c1ccccc1)C(C)C)c1ccccc1 (stereo not given)
5.7,7,-8,-10,-20,27,3,4,-15,-41,4,Cc1ccc2c(c1)C1(C(=O)N2)N2CCCC2C(C(=O)c2ccc3ccccc3c2)C12C(=O)Nc1ccccc12 (stereo not given)
-3.9,-3,-2,5,-7,5,3,22,15,-8,-3,Cc1ccc(C(=O)NN2CC(O)=C(c3nc(-c4cccc([N+](=O)[O-])c4)cs3)C2=N)cc1
-0.1,4,-50,5,-36,17,-64,-24,-78,-62,4,COc1cc2sc3ccc(-c4ccc5[nH]ccc5c4)cc3c(=O)c2cc1OC
-0.8,-8,7,2,55,-6,13,34,31,31,3,CCN(CC)C1=CC(=[N+]2CCCC2)CC(C)(C)C1
-2.5,-1,47*,4,6,16,7,0,-10,-13,3,COc1ccccc1NC(=O)C(=O)N/N=C(\C)CC(=O)Nc1ccccc1C(F)(F)F
0.4,-7,-10,-1,10,0,-3,-7,15,5,-1,CCCCn1c2nc3ccccc3nc2c2c(=O)n(CCC)cnc21
-1.2,·,·,-6,11,-9,16,10,2,-15,15,OC[C@@H]1CN(Cc2ccco2)C[C@H](n2cnc3c(NC4CCCC4)ncnc32)O1
-1.8,0,-8,9,3,11,-5,1,11,-31,-3,CCC(C)NC(=S)N1CCN(C(c2ccccc2)c2ccccc2)CC1 (stereo not given)
·,·,·,9,6,·,-15,10,-11,7,0,CC1=C(C(=O)N2CCOCC2)CC(CC(=O)NCCc2ccccn2)C(=O)N1Cc1ccccc1 (stereo not given)
-2.5,-13,12,-6,0,-2,-6,-20,8,-7,4,CCC(c1nnc(SCC(=O)NCCc2ccc(OC)c(OC)c2)n1Cc1ccccc1)N(C)C (stereo not given)
-2.3,-7,36,-7,22,-20,16,6,30,16,-19,[O-][N+]1=c2ccc(Nc3ccccc3)cc2=NC12CCCCC2
-1.6,0,-3,-3,-7,8,-11,-7,6,2,2,COc1ccccc1CNC(=O)C(C)n1nc(C)n2c(cc3occc32)c1=O (stereo not given)
-2.1,4,-1,2,-16,0,8,-7,-2,-12,-2,COCC(C)n1c(C)cc(C(=O)CSc2nnc(Nc3ccccc3F)s2)c1C (stereo not given)
-2.7,-8,6,-6,16,0,-7,23,-2,0,-8,COc1ccc(N(CC(=O)Nc2ccccc2OC)S(=O)(=O)c2ccc(NC(C)=O)cc2)cc1
2.7,-16,13,3,-6,5,-19,9,-3,-13,2,CCCCCOc1ccc(C(O)C(CN2CCOCC2)c2ccccc2)cc1 (stereo not given)
3.5,-1,-1,-12,-8,8,4,-22,7,-18,-2,CCCCN(Cc1cc2cc(OC)ccc2[nH]c1=O)S(=O)(=O)c1ccc(C)cc1
-2.4,4,-1,0,8,2,-21,-15,14,-4,-5,Cc1nccn1Cc1cccc2ccccc12
0.5,-8,4,-19,6,11,1,4,12,3,1,Cc1c(NC(=O)CN2CCN(C(c3ccccc3)c3ccccc3)CC2)c(=O)n(-c2ccccc2)n1C
0.0,-13,6,-6,-14,12,-2,7,-6,-26,3,Cc1ncoc1C(=O)NC1CC(C)(C)Cc2c1cnn2-c1ccc(F)cc1 (stereo not given)
4.0,-2,-25,-3,-44,3,-39,-5,-25,-53,-3,Cn1cccc1CC(=O)N/N=C/c1ccc(C(C)(C)C)cc1
0.0,2,-16,-16,-1,-10,-25,-16,5,0,1,O=C(OCc1cccs1)c1ccccc1NS(=O)(=O)c1ccc2c(c1)OCCO2
-0.9,·,·,-5,-6,0,0,-13,-8,-8,8,O=C(Nc1ccc(C(O)c2ccccc2)cc1)[C@H]1C[C@H](O)[C@@H](CO)O1 (stereo not given in full)
-0.8,-3,-5,7,1,17,-5,17,-4,-19,-2,Cc1c(C(=O)Nc2ccc(F)cc2)cn2c(nc3ccccc32)c1C#N

The closing three entries of the section before open the next one:
MC4R barr agon,TLR9-MyD88 inh,LMP1 NFkB inh,NOD2 RIPK2 PPI,LRH-1 inv ag,MC4R antag cAMP,SRC2 inh,COUP-TFII inh,SRC3 inh,NCOA1 inh,ABHD5 PLIN5 PPI,SMILES
0.0,2,-16,-16,-1,-10,-25,-16,5,0,1,O=C(OCc1cccs1)c1ccccc1NS(=O)(=O)c1ccc2c(c1)OCCO2
-0.9,·,·,-5,-6,0,0,-13,-8,-8,8,O=C(Nc1ccc(C(O)c2ccccc2)cc1)[C@H]1C[C@H](O)[C@@H](CO)O1 (stereo not given in full)
-0.8,-3,-5,7,1,17,-5,17,-4,-19,-2,Cc1c(C(=O)Nc2ccc(F)cc2)cn2c(nc3ccccc32)c1C#N
-2.3,12,4,6,-14,2,7,3,-3,2,0,C[C@@H]1CN([C@H](C)CO)C(=O)CCCn2nncc2CO[C@@H]1CN(C)S(=O)(=O)c1ccc(C#N)cc1
-2.8,1,9,11,13,9,21,36,-4,8,4,COc1ccc(NS(=O)(=O)c2cccc(NC(=O)C3=NN(c4ccccc4)C(=O)CC3)c2)cc1
1.4,6,-1,-8,-3,-9,25,-2,23,-18,2,COc1cc(Cl)c(C)cc1NC(=O)c1cc(S(=O)(=O)N(C)C)ccc1N1CCCC1
-2.9,-3,3,-5,-3,3,7,6,15,-5,-6,CCOc1cc(C2C(C#N)=C(N)Oc3n[nH]c(CC)c32)ccc1OCCN1CCOCC1 (stereo not given)
-0.5,6,-1,-12,7,8,-8,-5,12,0,-5,Cc1cc(NC(=O)CSc2nc(C3CCCCC3)nc3ccccc23)no1
-2.1,-9,1,-3,-2,6,-11,-5,3,-3,3,Cc1ccc(S(=O)(=O)N(C)CC(=O)N2CCCC2)cc1
-0.3,8,8,-1,-3,-15,1,-21,-3,-11,-8,Cc1noc(C)c1COc1cccc(C(=O)Nc2ccc(Br)cc2F)c1
1.0,0,7,-10,1,-10,-6,29,27,2,2,CCCOc1nc2c(c(=O)n(C)c(=O)n2C)n1Cc1cccc2ccccc12
0.0,-3,9,-6,-18,8,-8,-11,1,-13,-3,CC(C)NC(=O)c1ccc(-c2cc(C(F)(F)F)ccc2Cl)o1
-0.8,-8,·,-4,-3,16,3,5,-17,-2,-2,CCCc1cc(=O)n2[nH]c(SCc3ccc(Cl)cc3)nc2n1
-1.2,-8,-17,-12,-20,3,-33,-21,-76,-64,-3,O=C1C2CCCN2C(c2ccc(F)cc2)N1c1ccc(Cl)cc1 (stereo not given)
